Screening results deposited in PubChem by several laboratories.
dFosB activator = activators of delta FosB homodimer, primary screen, biochemical, fluorescence polarization, TAMRA-CDK5 oligo, single point; purified delta FosB; percent of positive-control signal above neutral wells; activation, % at 25 µM; 340,000 tested, 0.99% active; AID 493131, 2011;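 active = mean activation above about 17%, with every replicate also reaching it, limit read from the data, passing the limit was not always enough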;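 also: fluorescence polarization rise as delta FosB binds a TAMRA Cdk5 AP-1 oligo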
SR-BI HDL uptake = inhibitors of SR-BI mediated HDL lipid uptake, primary screen, ldlA[mSR-BI] cells, fluorescence, single point. Scavenger receptor class B member 1 (Mus musculus), Q61009. ldlA[mSR-BI] CHO cells, DiI-HDL uptake fluorescence, 3 h. inhibition, % at 12.5 µM. 320,000 tested, 0.96% active;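 active = mean replicate inhibition of at least 70% and a set share of replicates each scoring 70 or more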;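 also: 0% = median of neutral control wells and 100% = median of positive control wells; values of inactives mirror those of a sister screen read the other way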
Target sequence (Q61009 whole entry, looked up): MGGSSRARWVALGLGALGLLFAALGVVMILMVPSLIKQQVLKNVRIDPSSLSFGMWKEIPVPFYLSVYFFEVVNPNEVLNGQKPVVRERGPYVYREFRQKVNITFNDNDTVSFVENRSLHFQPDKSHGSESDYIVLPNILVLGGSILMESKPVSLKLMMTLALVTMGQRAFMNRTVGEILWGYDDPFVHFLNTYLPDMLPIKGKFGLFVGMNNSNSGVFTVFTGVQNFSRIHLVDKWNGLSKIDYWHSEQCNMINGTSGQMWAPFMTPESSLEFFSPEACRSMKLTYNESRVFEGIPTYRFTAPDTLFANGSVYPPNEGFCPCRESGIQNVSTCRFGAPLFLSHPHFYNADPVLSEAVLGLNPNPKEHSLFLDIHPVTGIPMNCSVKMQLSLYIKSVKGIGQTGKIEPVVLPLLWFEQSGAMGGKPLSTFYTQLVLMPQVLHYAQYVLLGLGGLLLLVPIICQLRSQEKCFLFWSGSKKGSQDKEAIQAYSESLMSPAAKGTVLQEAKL
NSD2 inh = NSD2 histone methyltransferase inhibitors, primary screen, biochemical, AlphaScreen, single concentration, set 2. NSD2 peptide methylation, 120 min. Histone-lysine N-methyltransferase NSD2 (Homo sapiens), O96028. inhibition, % at 12.5 µM. 310,000 tested, 0.54% active; in the data active = inhibition above about 50%
Arrestin-AP2 inh = inhibitors of beta-arrestin/AP2 binding, primary screen, biochemical, GPCR trafficking, flow cytometry. beta-arrestin 1 C-terminal peptide binding to AP2 beta2-adaptin appendage (human). FITC-arrestin peptide / GST-AP2 beads; AP2 beta2 appendage carries R879A mutation. inhibition, % at 10 µM. 340,000 tested, 0.31% active;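 active = inhibition above a set limit, near 3 SD of compounds lacking own fluorescence, cut at about 54% in these data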;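 also: plate controls were DMSO wells for no effect and 5 µM unlabelled arrestin peptide for full effect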
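system = GST-tagged AP2 beta2-adaptin appendage (R879A) on 4 µm glutathione beads | reagent = FITC-labelled arrestin peptide probe, 50 nM final | schedule = compound with beads 12 min RT, then probe 1 h RT | signal = HyperCyt-sampled flow cytometry, FL1 channel, ex 488/em 535 nm | read-out = percent response from loss of bead-bound FITC fluorescence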
SUMO Mot1 rescue = yeast Mot1-301 growth rescue at high temperature, primary screen, SUMOylation pathway inhibitor project, S. cerevisiae, ATP luminescence, 38.5C; growth rescue, % at 18.8 µM; 320,000 tested, 1% active; S. cerevisiae Mot1-301 growth rescue; percent above DMSO median, 100 means doubled;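 active = every valid replicate shows activation above 250% relative to neutral control wells; inactive = the rest, any valid replicate at or below 250%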;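 also: OY570 slx delta 5 strain wells were the positive control but not used for scaling; some compounds called inactive have numbers as strong as hits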
CDK5 p35 inh = inhibitors of human CDK5/p35 kinase, primary screen, biochemical, single concentration; inhibition, % at 10 µM; Recombinant CDK5/p35, ADP-Glo luminescence, 60 min; 330,000 tested, 0.01% active; Cyclin-dependent kinase 5 (Homo sapiens) + Cyclin-dependent kinase 5 activator 1 (Homo …;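 active = highest replicate inhibition of at least 50% and at least 75% of replicates reaching 50%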;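 also: plate controls were DMSO neutral control for no effect and GW8510 at 10 µM for full effect; many of its hits are not listed in these tables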
Target sequence (Q00535 whole entry, looked up): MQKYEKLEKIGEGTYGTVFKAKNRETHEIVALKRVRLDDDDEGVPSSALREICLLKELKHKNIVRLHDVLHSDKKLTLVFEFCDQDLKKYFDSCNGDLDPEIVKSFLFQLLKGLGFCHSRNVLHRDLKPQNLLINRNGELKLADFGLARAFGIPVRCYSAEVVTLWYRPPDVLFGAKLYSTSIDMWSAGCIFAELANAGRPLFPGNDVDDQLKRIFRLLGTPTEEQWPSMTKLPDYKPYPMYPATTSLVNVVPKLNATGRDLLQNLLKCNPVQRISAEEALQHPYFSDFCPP
Target sequence (Q15078 whole entry, looked up): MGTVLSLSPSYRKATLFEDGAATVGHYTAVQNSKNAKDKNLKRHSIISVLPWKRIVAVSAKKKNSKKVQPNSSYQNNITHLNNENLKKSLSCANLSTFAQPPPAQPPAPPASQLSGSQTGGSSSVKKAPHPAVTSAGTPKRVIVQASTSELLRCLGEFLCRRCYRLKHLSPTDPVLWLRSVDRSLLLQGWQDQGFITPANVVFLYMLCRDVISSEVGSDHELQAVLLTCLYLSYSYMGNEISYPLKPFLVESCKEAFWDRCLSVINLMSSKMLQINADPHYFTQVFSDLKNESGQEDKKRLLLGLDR
PKA-R1A activ = activators of PKA-R1A holoenzyme, primary screen, biochemical, fluorescence polarization, Cy5-IP20, bovine R1A, mouse PKAc; PKA-R1A dissociation; scaled: DMSO 0%, 113 µM cGMP 100%; activation, % at 11.4 µM; 340,000 tested, 0.083% active; AID 504707, 2011;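 active = percent activation above the mean of all tested compounds plus 3 SD, cut at about 19% in these data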;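 also: higher means more PKAc released from R1A so a rise in polarization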
MITF act = activators of MITF-driven TRPM1 promoter reporter, primary screen, cell-based, SK-MEL-5, luciferase, single point | SK-MEL-5 TRPM1-promoter luciferase, 24 h; % of positive control, neutral wells = 0 | 300,000 tested, 0.75% active | activation, % at 12.5 µM;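 active = mean activation of at least 80% with every replicate also reaching 80%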;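 also: 0% = neutral control wells and 100% = parthenolide positive control wells; values of inactives mirror those of a sister screen read the other way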
SR-BI DiI-HDL act = activators of SR-BI mediated DiI-HDL uptake, primary screen, ldlA[mSR-BI] CHO cells, DiI fluorescence; 3 h; 100 = double the neutral-control signal; activation, % at 12.5 µM; 320,000 tested, 0.096% active; AID 504775, 2011;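 active = mean replicate activation of at least 60% and every replicate at or above 60%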;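 also: 0% = median plate neutral-control signal and 100% = twice that signal; values of inactives mirror those of a sister screen read the other way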
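Assay system: LDL receptor-deficient CHO ldlA cells overexpressing murine SR-BI / Medium: BSA-supplemented, HEPES-buffered Ham's F12, pH 7.4 / Probe or stimulus: DiI-labelled HDL at 10 µg/mL final / Timing: compound with DiI-HDL co-incubation, 3 h at 37 °C / Technique: bottom-read cell fluorescence after medium removal, ex 550/em 595 nm / Measure: HDL uptake via cellular fluorescence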
Pemphigus Ab inh = inhibitors of pemphigus antibody binding to DSG3, primary screen, biochemical, bead-based, flow cytometry, scFv-GFP | 310,000 tested, 0.48% active | DSG3-coupled beads, scFv-anti-DSG3-GFP binding; stronger effect = lower value | Desmoglein-3 (Homo sapiens), P32926 | AID 588358, 2011 | binding (percent of control), % at 10 µM;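 active = binding more than 3 SD below its plate's average and above zero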;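 also: hits lower antibody fragment binding to DSG3; some compounds called inactive have numbers as strong as hits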
PKA-R2B activ = activators of PKA-R2B holoenzyme, primary screen, biochemical, fluorescence polarization, Cy5-IP20, human | cAMP-dependent protein kinase catalytic subunit beta (Homo sapiens) + cAMP-dependent … | PKA-R2B holoenzyme dissociation; R2B truncated from residue 108, S112A mutant; 0% DMSO only, 100% 113 µM cGMP | activation, % at 11.4 µM | 340,000 tested, 0.079% active | AID 504700, 2011;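 active = activation above a cutoff set at the mean over all compounds plus 3 SD, cut at about 18% in these data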;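 also: higher means more holoenzyme dissociation and a rise in polarization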
* = called active by the depositor; . = not tested or not shown.

SMILES	dFosB activator	SR-BI HDL uptake	NSD2 inh	Arrestin-AP2 inh	SUMO Mot1 rescue	CDK5 p35 inh	PKA-R1A activ	MITF act	SR-BI DiI-HDL act	Pemphigus Ab inh	PKA-R2B activ
COc1cccc(CNC(=O)c2ccccc2-c2ccccc2)c1	-7	-9	-4	12	-27	-2.0	-2	-7	9	.	2
Nc1nc(N)c(N=Nc2ccc(S(N)(=O)=O)cc2)c(=O)[nH]1	-6	6	-1	0	-4	-4.6	10	-2	-6	98	0
COCc1cc(C)nc2sc(C(=O)N3CCCCC3)c(N)c12	-9	-18	4	5	-9	2.2	-1	15	18	111	4
COc1cc(OC)cc(C(=O)NC2CCN(Cc3nnnn3Cc3ccc(F)cc3)CC2)c1	0	44	-1	10	1	0.8	-20	-9	-44	92	-3
CCc1ccc(N(C2C=CS(=O)(=O)C2)S(=O)(=O)c2ccc(C)cc2)cc1 (stereo not drawn)	-8	-22	0	27	2	-1.8	1	-1	22	93	-5
CCc1nnc(NC(=O)c2cc(-c3ccccn3)nc3ccc(Br)cc23)s1	-2	-23	1	11	-15	0.8	-4	-10	23	.	5
Cc1nn(CC(C)C)c2sc(C(=O)NC3CC(C)(C)NC(C)(C)C3)cc12	-14	-4	26	1	188	-0.4	-1	16	4	104	-5
O=C(COC(=O)/C=C/c1ccc(S(=O)(=O)N2CCOCC2)cc1)Nc1ccc(F)c(F)c1F	1	3	0	40	5	0.9	6	0	-3	116	2
C=C1CCC[C@]2(C)C[C@H]3OC(=O)C(CNCCN(CC)CC)[C@H]3CC12 (stereo partly drawn)	-4	-7	13	-4	-8	-1.0	8	2	7	93	0
Cc1ccc2c(c1)CCCN2C(=O)NC1CCCCC1	-8	0	-2	1	9	-0.3	-2	-4	0	98	4
CCC(c1nnnn1C(C)(C)C)N1CCN(C2CCCC2)CC1 (stereo not drawn)	0	.	0	-3	0	0.3	-14	1	.	.	-1
O=c1[nH]c2ccc(NS(=O)(=O)c3ccc([N+](=O)[O-])cc3)cc2[nH]1	-4	6	-2	7	-8	-0.4	8	0	-6	97	0
Cc1cc(C)nc(N/N=C/c2cc(C)n(CC(F)(F)F)c2C)n1	-16	-6	2	-3	3	1.2	8	-10	6	105	4
Cc1nc(Nc2ccc3c(c2)OCCO3)c2oc3ccccc3c2n1	-4	-12	22	5	-5	-3.4	-3	9	12	107	-12
CNC(C)c1ccc(S(N)(=O)=O)cc1 (stereo not drawn)	-2	-7	1	12	-9	-0.8	3	9	7	110	-7
CCOC(=O)COC(=O)c1ccc(O)cc1	-3	-10	3	19	-11	0.9	-7	12	10	107	11
COc1ccc(CCNC(=O)/C(=C/c2cccnc2)NC(=O)c2ccccc2)cc1	0	-9	-3	-3	13	-2.7	-10	-18	9	93	0
CC1CN(S(=O)(=O)c2ccc(Cl)c(S(=O)(=O)N3CC(C)OC(C)C3)c2)CC(C)O1 (stereo not drawn)	5	-16	-2	4	23	0.3	-2	.	16	101	-6
CS(=O)(=O)Nc1ccccc1C(=O)OCC(=O)NCc1cccs1	5	15	-3	-1	6	-0.7	6	-2	-15	98	9
Cn1ccnc1SCc1cn2ccccc2n1	-1	-26	-3	83*	353	0.0	-5	44	26	94	4
Cc1ccccc1Nc1c(-c2ccccc2)nc2ncccn12	-5	.	-1	27	20	-1.0	-7	-5	.	99	4
C/C(=N\NC(=O)CC1N=C(Cc2ccccc2)NNC1=O)c1ccc(C)cc1 (stereo not drawn)	-4	2	6	4	-13	0.8	10	-25	-2	93	0
O=C(COC(=O)Cc1c(F)cccc1Cl)NC(=O)c1ccccc1	-8	-44	-2	-17	7	1.4	7	7	44	.	11
COc1cc(CCC(=O)NCc2ccc(F)cc2)cc(OC)c1OC	1	-5	-6	-7	12	-0.1	-2	.	5	97	-3
COC(=O)c1sccc1NC(=O)Nc1ccc(OC)cc1	-6	8	-1	-6	-34	13	-13	16	-8	101	-1

More structures:
SMILES	dFosB activator	SR-BI HDL uptake	NSD2 inh	Arrestin-AP2 inh	SUMO Mot1 rescue	CDK5 p35 inh	PKA-R1A activ	MITF act	SR-BI DiI-HDL act	Pemphigus Ab inh	PKA-R2B activ
CC(=O)C1=C(C)NC(=O)CC1c1ccc(F)cc1 (stereo not drawn)	-5	3	-1	7	.	-3.9	-5	-4	-3	102	3
COc1cccc(C(=O)N2CCN(C3CCCCC3)CC2)c1	-6	-2	-1	1	-6	-2.2	1	.	2	106	-8
Cc1ccc(CN2CC34C=CC(O3)C(C(=O)NCc3ccco3)C4C2=O)cc1 (stereo not drawn)	-4	-11	7	1	-15	-1.4	8	-3	11	.	-3
Cc1cc2ccccc2nc1Br	3	-7	-2	-101	-11	1.9	-3	-14	7	174	2
CCOC(=O)C(Cc1ccccc1)NC(=O)CCc1c(C)nc2nc(C)nn2c1C (stereo not drawn)	1	-25	4	21	3	0.6	3	.	25	86*	2
CCn1c(SCC(=O)NC(C)c2ccccc2)nc2ccccc21 (stereo not drawn)	-1	5	6	0	-6	-0.4	0	-4	-5	106	-16
CCN(CC)c1ccc(/C=N/NC(=O)c2ccc3nc[nH]c3c2)c(O)c1	9	.	2	3	4	-9.4	0	-57	.	99	-12
COc1ccc(NC(=O)C2CCCN(S(C)(=O)=O)C2)cc1OC (stereo not drawn)	4	-2	2	-5	-5	-1.1	-11	-5	2	98	-10
Cc1cc(C)cc(NC(=S)N2CC(C)OC(C)C2)c1 (stereo not drawn)	-1	-7	0	-10	13	0.3	7	10	7	.	-8
COc1cc(C(=O)N2CCCC(c3nc(-c4cccs4)no3)C2)cc(OC)c1OC (stereo not drawn)	-10	-21	4	0	0	0.1	5	-10	21	102	-3
COc1ccc(OCCSc2nc(N)cc(N)n2)cc1	7	-9	13	2	10	0.2	-8	95*	9	78	-7
COc1ccc(-c2ccc(-c3nc4ccc(C)cn4c3NC3CCCCC3)cc2OC)cc1	-4	64	2	8	-4	-0.7	-6	3	-64	100	-13
Cn1c2ccccc2c(=O)c2cc(C#Cc3ccc(N)cc3)ccc21	1	-21	.	5	-8	2.1	12	49	21	100	8
COc1ccc(NCC(=O)N/N=C/C=C/c2ccccc2[N+](=O)[O-])cc1	.	53	-2	-13	21	-0.4	8	-10	-53	.	5
O=C(/C=C/c1ccccc1)N1CCOCC1	7	-11	3	-13	-8	0.2	-4	16	11	87	-1
Cc1ccc(NC(=O)CSc2nnc(-c3cccnc3)o2)c(C)c1	-7	-2	-1	-6	.	-0.4	-6	12	2	101	0
CCOC(=O)Cn1nc(C(F)F)c(Br)c1C	-6	7	-1	-7	-2	-4.8	-2	1	-7	99	-5
Cc1cc(OCC(=O)NNC(=S)NC(=O)c2cccs2)ccc1Cl	0	-14	1	-7	-10	0.9	-3	-4	14	102	-4
O=C1N2CCSC2=NC1(NS(=O)(=O)c1ccccc1)C(F)(F)F (stereo not drawn)	-11	-33	0	-4	-7	0.7	-12	-1	33	94	-3
CCOc1ccc(Nc2nc(NCCN3CCOCC3)nc(OC)n2)cc1	3	-15	1	3	-19	-0.7	-2	4	15	101	-14
COc1cc(O)oc1C=Nc1ccc(Cl)cc1	-7	-3	2	19	-18	0.4	-1	.	3	.	-1
CSc1ccc(/C=N/n2c(COc3ccccc3)n[nH]c2=S)cc1	-5	-2	18	-4	14	4.8	-6	-10	2	102	-18
COc1ccc(/C=N/NC(=O)c2cccnc2)cc1CN1CCCc2ccccc21	-16	25	5	-2	6	0.1	1	-14	-25	126	-1
Cc1ccc(NC(=O)CSc2nc3ccccc3c3nc4ccccc4n23)cc1	1	-13	-2	-7	8	-2.4	-3	-24	13	105	4
COc1ccc(-c2cc(N3C(=O)Nc4ccccc4N3O)n[nH]2)cc1	-4	-28	0	-6	9	-6.1	-1	0	28	125	1

Carrying on.
SMILES	dFosB activator	SR-BI HDL uptake	NSD2 inh	Arrestin-AP2 inh	SUMO Mot1 rescue	CDK5 p35 inh	PKA-R1A activ	MITF act	SR-BI DiI-HDL act	Pemphigus Ab inh	PKA-R2B activ
COc1cc(/C=N/n2nnnc2N)ccc1OCc1c(C)no[n+]1[O-]	-4	37	18	7	2	-0.9	1	12	-37	101	5
COc1cc(NC(=O)c2cccc(Cl)c2)c(OC)cc1NC(=O)CN1CCCCC1	-13	63	2	0	9	1.3	-4	14	-63	101	6
CCN(CC)S(=O)(=O)c1cc(F)ccc1OC	-1	-16	-8	1	-8	1.7	7	-8	16	.	-1
O=c1nc(-c2ccccc2)c2ccccc2[nH]1	7	-18	-2	10	-3	0.4	-2	-6	18	88*	3
O=C(c1cnn2c(C(F)F)cc(-c3ccccc3)nc12)N1CCOCC1	4	-5	-4	4	8	0.4	-9	.	5	104	0
CCOC(=O)N1CCC(Nc2c(NCCCN3CCN(C4CCCCC4)CC3)c(=O)c2=O)CC1	-10	-17	-2	-3	19	0.1	-2	-6	17	103	-1
COc1cccc(CN2CCN(CCCc3ccccc3)C(CCO)C2)c1O (stereo not drawn)	-4	48	1	-6	-14	-2.2	6	.	-48	114	-4
CCOC(=O)NC(=O)CSc1nnnn1-c1ccccc1	1	-28	-2	-11	14	-0.7	-5	-3	28	98	5
COc1ccc(OC)c(NC(=O)CSc2nc3[nH]c(=O)cc(O)c3s2)c1	-2	-7	1	-4	1	-2.6	-2	9	7	.	-11
CC(=O)c1ccc(N(CC(=O)Nc2cc(C)on2)S(=O)(=O)c2ccc(C)cc2)cc1	-7	-18	25	-5	-2	-1.0	4	-2	18	95	3
